Bioassay records: PubChem, Southern Research Specialized Biocontainment Screening Center
influenza NS1A – H1N1 influenza NS1A inhibitors, functional cell based assay (AID 504329); 340,000 tested, 0.3% active; one-dose inhibition, % at 12.5 µM; IC50 in µM for titrated hits; NS1A functional cell-based assay, percent inhibition; higher % means a stronger effect; in the data active = a potency from the dose series; inconclusive = inhibition above about 27% without an active follow-up result; also: strong numbers were not always called active
PhoP GFP inhibition – Inhibition of PhoP regulon, Salmonella typhi GFP reporter cells, confirmation, 4 h (AID 1850); Salmonella Typhi PhoP-promoter GFP reporter, fluorescence, 4 h; higher % means a stronger effect; inhibition, % at 50 µM; hits with a dose series show IC50 in µM; 310,000 tested, 0.33% active; in the data active = a potency from the dose series; inconclusive = inhibition mostly from about 25% at the one dose, without a potency; inactive = the rest, 99 in 100 with inhibition below about 19%;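 also: 0% = induced wells with vehicle and 100% = uninduced wells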
inhibitors of VEEV – inhibitors of VEEV TC-83 cytopathic effect, confirmation, Vero cells (AID 588727); Vero cells, VEEV TC-83 cytopathic effect inhibition; higher % means a stronger effect; one-dose inhibition, % at 20 µM; IC50 in µM for titrated hits; 350,000 tested, 0.13% active; in the data active = a potency from the dose series; inconclusive = inhibition mostly from about 14% at the one dose, without a potency; inactive = the rest, 99 in 100 with inhibition below about 12%; also: strong numbers were not always called active
H37Rv inhibition – M. tuberculosis growth inhibition, HTS (AID 449762) | 330,000 tested, 0.59% active | inhibition, % at 25 µM; hits with a dose series show IC50 in µM | M. tuberculosis H37Rv growth inhibition, 7H9 media; higher % means a stronger effect; in the data active = a potency from the dose series; inconclusive = inhibition above about 70% without an active follow-up result;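 also: bacterial growth assessed after seven days of incubation; strong numbers were not always called active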
M. tuberculosis – growth inhibition of non-replicating M. tuberculosis (AID 488890); Mycobacterium tuberculosis non-replicating, growth inhibition; higher % means a stronger effect; inhibition, % at 25 µM, or IC50 in µM where a hit was titrated; 320,000 tested, 0.39% active; in the data active = a potency from the dose series; inconclusive = inhibition mostly from about 82% at the one dose, without a potency; inactive = the rest, 99 in 100 with inhibition below about 76%;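 also: plate controls were DMSO cells for no effect and high antibiotic wells for full effect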
inhibitors of VEEV 10K pilot screen – also measured in inhibitors of VEEV; calls as there; inhibition, %; measured here: 10K pilot screen inhibition
Starred values were filed as active, the others as inactive; i = inactive; ? = inconclusive; / = no result given.

SMILES | influenza NS1A | PhoP GFP inhibition | inhibitors of VEEV | H37Rv inhibition | M. tuberculosis | others
O=C(COC(=O)c1ccc(C(F)(F)F)cc1)Nc1cccc(S(=O)(=O)NC2=NCCCCC2)c1 | -2% | / | 0.1% | 7% | -4%
CC(=O)Nc1ccc(Oc2nc(-c3ccccn3)nc3ccccc23)cc1 | 7% | 2% | 10% | 15% | 67%
COc1ccccc1NC(=O)Cn1c(=O)n(-c2ccccc2)c(=O)c2oc3ccccc3c21 | -4% | -1% | 1.0% | 4% | -2%
CCOC(=O)Cn1nc(C)c(-c2ccccc2)c1N | -5% | 14% | 1.1% | -2% | -13%
O=C1Nc2cc(C(=O)NCCCN3CCOCC3)ccc2S/C1=C/c1ccccc1F | 7% | 1% | 3.3% | 16% | 59%
COc1cc(/C=N/NC(=O)c2cc(-c3c(C)nn(-c4ccccc4)c3C)n[nH]2)ccc1O | 7% | -9% | 1.9% | ? | 5% | inhibitors of VEEV 10K pilot screen=0.0
O=C(c1scc2c1CCCC2)N1CCOCC1 | 5% | -6% | 1.5% | -5% | -5%
Cc1cc(C)c(NC(=O)c2ccccc2C(=O)c2ccccc2)c(C)c1 | -5% | 6% | 0.8% | 8% | 11%
CC(=O)OC1COC(N2CCc3cc([N+](=O)[O-])ccc32)C(OC(C)=O)C1OC(C)=O (stereo unspecified) | 12% | -4% | 0.8% | -7% | -1%
COc1ccc(NC(=S)N/N=C/c2cccn2Cc2ccc(F)cc2)cc1 | 1% | -11% | 0.6% | 8% | -11%
CN(C)S(=O)(=O)c1cccc(NC(=O)COc2nc3ccccc3nc2N2CCOCC2)c1 | -6% | -8% | i | 5% | 6%
O=C(Cc1cccs1)Nc1ccc(N2CCOCC2)cc1 | -21% | 0% | i | -5% | -2%
COc1ccc([N+](=O)[O-])cc1NC(=O)CCN1CCN(C)CC1 | 4% | -5% | 1.1% | -2% | -6% | inhibitors of VEEV 10K pilot screen=0.2
COc1ccc(S(N)(=O)=O)cc1C(=O)NNC(=O)CN(C)S(=O)(=O)c1ccc(Cl)cc1 | -3% | / | 2.0% | 2% | -15%
CC1CN(c2ccc(NS(=O)(=O)c3ccccc3)cc2C(=O)O)CC(C)O1 (stereo unspecified) | 6% | 0% | 0.3% | -7% | -13%
Cc1ccc(NC(=O)c2ccco2)c(NC(=O)COc2ccccc2)c1 | 8% | 11% | i | 1% | 1%
COC(=O)c1ccc(COc2ccc(NC(C)=O)cc2)o1 | -22% | -2% | 5.1% | -12% | 4%
N#CC(C#N)=CN=c1ccn(Cc2ccc(Cl)cc2Cl)cc1 | -2% | -4% | i | 11% | 14%
COc1cc(C=O)ccc1OCC(=O)Nc1ccc2c(c1)OCO2 | 31% | -4% | 3.0% | -6% | 9%
COc1ccccc1CNC(=O)COc1ccccc1OC | -1% | -10% | 0.5% | -4% | -3%
Oc1ccc(N=Nc2cccc(Cl)c2)cc1C=Nc1ccc(N2CCOCC2)cc1 | 8% | / | 2.3% | / | /
CC1CCN(C(=O)COc2ccc(Nc3ccccc3)cc2)CC1 | 10% | 30% | 0.3% | 2% | 50%
CCC(CO)NC(=O)C1C=C2c3cccc4[nH]cc(c34)CC2N(C)C1 (stereo unspecified) | 4% | -16% | 0.1% | -1% | -3%
Cc1oc2c(c1C(=O)c1ccc(Cl)cc1)C(=O)C(=O)c1ccccc1-2 | 17% | / | i | / | /
CN(Cc1ccccc1)C(=O)c1ccc(NC(=O)Cc2ccc(NC(=O)C3CCCN(C(=O)C4CCCC4)C3)cc2)cc1 (stereo unspecified) | -6% | / | 5.4% | / | /
Cc1ccc(CN2CC(C(=O)Nc3cc(S(C)(=O)=O)ccc3Cl)CC2=O)cc1 (stereo unspecified) | 10% | -9% | 0.2% | -5% | 4%
CC(C)(C)c1cc(C(=O)NCC(=O)OCC(=O)c2cccc([N+](=O)[O-])c2)cc(C(C)(C)C)c1 | 5% | 5% | i | -2% | 8%
CCn1cnc2c1c(=O)n(CC(=O)NCC(C)C)c(=O)n2Cc1ccccc1 | 20% | -1% | i | -4% | -4%
COc1ccc(NS(=O)(=O)c2cn(C)cn2)cc1 | 8% | 4% | 0.3% | -13% | -12%
COc1cccc(CN2CC(C(=O)NCCn3cccn3)CCC2=O)c1 (stereo unspecified) | 6% | 3% | i | -1% | -2%
CC(C)(C)c1nnc(N/N=C/c2ccc(O)cc2)n(N)c1=O | 6% | -4% | 1.6% | 1% | -10%
c1ccc(CN2CCN(Cc3ccc4ccccc4c3)CC2)cc1 | -3% | 11% | 1.9% | 6% | 75%
CCOC(=O)N1CCN(C(=O)c2ccc3c(=O)n(CCOC)c(=O)[nH]c3c2)CC1 | 1% | -6% | 3.8% | 4% | 5%
Cc1nnc(SCc2ccc(Cl)c(Cl)c2)s1 | -3% | 1% | 9.6% | 0% | 55%
Cn1c(=O)c2[nH]c(-c3ccccc3Cl)c(O)c2n(C)c1=O | 0% | -6% | i | -1% | -5%
c1ccc2[nH]c(CN3CCN(c4ncnc5c4oc4ccccc45)CC3)nc2c1 | -6% | -1% | 5.8% | 4% | 39%
Cc1ccc(CSCC(=O)Nc2ccccc2C(=O)O)cc1 | 0% | -7% | 12µM* | 17% | ?
O=C(N/N=C/c1cc2c(cc1Br)OCO2)c1c[nH]c2ccccc12 | -10% | -10% | 7.5% | 7% | 40%
COCO/C=C(\NC(C)=O)c1ccccc1 | -12% | / | 0.5% | -7% | -8%
C=C1CCC[C@]2(C)C[C@H]3OC(=O)C(CN[C@@H](C)c4ccccc4)[C@H]3CC12 (stereo partly specified) | 2% | 5% | i | 1% | 43%

Among those listed so far, 7 contain a Cl atom.
SMILES | influenza NS1A | PhoP GFP inhibition | inhibitors of VEEV | H37Rv inhibition | M. tuberculosis | others
COc1ccc(S(N)(=O)=O)cc1C(=O)NNC(=O)CN(C)S(=O)(=O)c1ccc(Cl)cc1 | -3% | / | 2.0% | 2% | -15%
N#CC(C#N)=CN=c1ccn(Cc2ccc(Cl)cc2Cl)cc1 | -2% | -4% | i | 11% | 14%
Oc1ccc(N=Nc2cccc(Cl)c2)cc1C=Nc1ccc(N2CCOCC2)cc1 | 8% | / | 2.3% | / | /
Cc1oc2c(c1C(=O)c1ccc(Cl)cc1)C(=O)C(=O)c1ccccc1-2 | 17% | / | i | / | /
Cc1ccc(CN2CC(C(=O)Nc3cc(S(C)(=O)=O)ccc3Cl)CC2=O)cc1 (stereo unspecified) | 10% | -9% | 0.2% | -5% | 4%
Cc1nnc(SCc2ccc(Cl)c(Cl)c2)s1 | -3% | 1% | 9.6% | 0% | 55%
Cn1c(=O)c2[nH]c(-c3ccccc3Cl)c(O)c2n(C)c1=O | 0% | -6% | i | -1% | -5%

Continuation.
SMILES | influenza NS1A | PhoP GFP inhibition | inhibitors of VEEV | H37Rv inhibition | M. tuberculosis | others
COc1ccc(N2CCN(C(=O)COCc3cc(-c4ccc5c(c4)OCO5)on3)CC2)cc1 | -9% | -6% | 0.1% | 3% | 36%
CCCCn1nc(C(=O)N(C)C2CCCCC2)c2ccccc2c1=O | -9% | / | 2.6% | -8% | 35%
CCCN(CCC)CC(O)CN1C(=O)NC(C)(C)C1=O (stereo unspecified) | -4% | 1% | 2.3% | -1% | 8%
CC(C)(C)Nc1nc(NC(C)(C)C)nc(-n2ccnc2)n1 | -5% | 2% | 9.6% | 15µM* | i
Cc1ccc(S(=O)(=O)N2[C@@H](c3ccc(F)cc3)C(C(=O)O)=C[C@H]2CC2CCCC2)cc1 | -3% | / | i | 3% | 47%
CCn1c2ccccc2c2cc(NC(=O)COC(=O)c3cccc(S(=O)(=O)NC)c3)ccc21 | 7% | -7% | 3.3% | 15% | 18%
CCOCCCNC(=S)Nc1cc(C)cc(C)c1 | 1% | 4% | i | -9% | 38%
O=C(Nc1cccc(-c2nc3ccccc3s2)c1)c1ccc2c(c1)OCO2 | 1% | -4% | 5.2% | -1% | -1%
COc1ccc(S(=O)(=O)N2CCCC(C(=O)NCc3cccnc3)C2)cc1 (stereo unspecified) | -4% | 8% | 1.6% | -2% | 2%
NS(=O)(=O)c1cccc(NC(=O)CCSc2ccc(Cl)cc2)c1 | 2% | -7% | 0.7% | -11% | 41%
Cn1c(CN2CCCCC2)nc2cc([N+](=O)[O-])ccc21 | -3% | 10% | 1.1% | -7% | -5%
COc1cc(Cc2ccc(N)c(OC)c2)ccc1N | 4% | -5% | i | -5% | -15%
O=C(OCC1OC2C(Oc3nc(=O)ccn32)C1O)c1ccccc1 (stereo unspecified) | -18% | 4% | 0.3% | -13% | -9%
CC(=O)OCC1OC(OCc2cn(C[C@H]3CC[C@@H]([C@@H]4CC[C@H](Cn5cc(COC6OC(COC(C)=O)C(OC(C)=O)C(OC(C)=O)C6OC(C)=O)nn5)O4)O3)nn2)C(OC(C)=O)C(OC(C)=O)C1OC(C)=O (stereo partly specified) | 12% | 0% | 0.2% | 2% | -8% | inhibitors of VEEV 10K pilot screen=0.2
O=C(NCc1ccc(Cl)cc1)C1CCC(CNc2c(N3CCOCC3)c(=O)c2=O)CC1 (stereo unspecified) | 7% | 22% | 0.4% | -7% | 7%
O=C(NNC(=O)c1ccco1)c1cccc(Br)c1 | 1% | -11% | 5.5% | -4% | 0%
O=C1OCCN1S(=O)(=O)Nc1ccccc1 | -29% | 5% | 2.3% | -3% | -22%
COc1ccc(C(=O)NCCCNC(=O)c2ccc(C)nc2)cc1 | 9% | -5% | 1.4% | -11% | -2%
Cc1nc(NS(=O)(=O)c2ccccc2)sc1C(=O)NN | / | -3% | 1.0% | 6% | 4%
O=C(CCC1CCCC1)NNC(=O)c1ccc(F)cc1 | -8% | / | 1.6% | -8% | 61%

Retrieved one by one from the list above, 2 records:
SMILES | influenza NS1A | PhoP GFP inhibition | inhibitors of VEEV | H37Rv inhibition | M. tuberculosis | others
O=C1OCCN1S(=O)(=O)Nc1ccccc1 | -29% | 5% | 2.3% | -3% | -22%
CCn1c2ccccc2c2cc(NC(=O)COC(=O)c3cccc(S(=O)(=O)NC)c3)ccc21 | 7% | -7% | 3.3% | 15% | 18%

Additional results.
SMILES | influenza NS1A | PhoP GFP inhibition | inhibitors of VEEV | H37Rv inhibition | M. tuberculosis | others
O=C(NCCS(=O)(=O)N1CCN(Cc2ccccc2)CC1)c1ccc(F)cc1 | -8% | 1% | 0.5% | -5% | -19%
COc1ccc2c(CC(=O)Nc3nccs3)coc2c1 | -6% | -6% | 1.5% | 8% | 16%
C#C[C@]1(O)CC[C@H]2[C@@H]3CCc4cc(O)ccc4[C@H]3CC[C@@]21C | 6% | 2% | 3.2% | 2% | 15%
NNc1nc2ccc(F)cc2s1 | 2% | 0% | 0.5% | ? | 5%
CCc1nc2nc(C)c(NS(=O)(=O)c3ccc(C4CCCCC4)cc3)c(=O)n2[nH]1 | 3% | 2% | 0.4% | -5% | -5%
CCCC(=Nc1ccccc1)C1=C(O)C(C(=O)OC)C(C)(C)CC1=O (stereo unspecified) | 1% | -16% | 0.9% | -2% | -6%
O=C(O)CCC(=O)OCCN(Cc1ccc(Oc2ccc([N+](=O)[O-])cc2)cc1)C(=O)C(Cl)Cl | 10% | / | i | / | /
O=C(Nc1ccc(N2CCOCC2)cc1)c1cc(-c2ccncc2)nc2ccccc12 | -5% | -4% | 10% | 1% | 13%
O=C(NCc1ccco1)[C@@H]1CCCN1C(=O)c1cccs1 | 4% | -8% | 0.2% | -10% | -16%
